MsrA inh = bovine MsrA enzyme inhibitors, primary screen, biochemical, absorbance, HTS. purified bovine MsrA, absorbance read-out. inhibition, % at 15.5 µM. 360,000 tested, 0.75% active; in the data active = inhibition above about 4.5%;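 note: 0% = vehicle wells with enzyme and 100% = reference inhibitor wells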
Rin1-Abl PPI inh = inhibitors of Rin1-Abl protein binding, primary screen, biochemical, TR-FRET | Tyrosine-protein kinase ABL1 (Homo sapiens) + Ras and Rab interactor 1 (Homo sapiens), … | inhibition, % at 7.35 µM | 360,000 tested, 0.4% active | AID 588664, 2011; in the data active = inhibition above about 5%, passing the limit was not always enough
MT1-MMP act inh = blockers of MT1-MMP proenzyme processing, primary screen, HT1080 RFP-PRO-GFP cells, GFP/RFP fluorescence | Matrix metalloproteinase-14 (Homo sapiens), P50281 | GFP/RFP ratio fluorescence, overnight; percent of plate control window, DMSO zero | GFP/RFP ratio change, % at 20 µM | 360,000 tested, 0.061% active | AID 651647, 2012;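 active = GFP/RFP ratio change of at least 30% with cell ATP level not reduced by more than half and red fluorescence within 50% of control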; note: strong numbers were not always called active
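Assay system: HT1080 RFP-PRO-GFP cells. Benchmarks: DMSO vehicle wells and RFP-L50D-GFP reporter cell wells. Times: overnight cell settling, then overnight compound exposure, 37 °C, 5% CO2. Compound: 20 µM single dose, 1% DMSO. Read-out basis: GFP/RFP fluorescence ratio.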
Rpn11 block = Rpn11 (PSMD14) deubiquitinase inhibitors, primary screen, biochemical, fluorescence polarization, uHTS; 26S proteasome non-ATPase regulatory subunit 14 (Homo sapiens), O00487; human 26S proteasome, Ub4-pepOG fluorescence polarization; 20S core pre-blocked with epoxomicin; calls only at 20 µM; 360,000 tested, 0.59% active; AID 588493, 2011;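 active = inhibition at 20 µM, scaled to each plate's controls, above about 33%, limit read from the data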
Target sequence (O00487 whole entry, looked up): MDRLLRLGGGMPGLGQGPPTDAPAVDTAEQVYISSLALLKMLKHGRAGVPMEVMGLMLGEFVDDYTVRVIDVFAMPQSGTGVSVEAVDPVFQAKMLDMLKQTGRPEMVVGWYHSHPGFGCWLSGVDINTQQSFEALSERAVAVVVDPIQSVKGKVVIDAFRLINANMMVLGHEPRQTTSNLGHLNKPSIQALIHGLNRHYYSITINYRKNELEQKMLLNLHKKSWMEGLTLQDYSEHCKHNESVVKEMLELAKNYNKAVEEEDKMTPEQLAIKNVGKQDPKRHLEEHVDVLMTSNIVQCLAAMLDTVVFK
FAS TE block = FAS thioesterase domain inhibitors, primary screen, biochemical, fluorescence intensity, uHTS; Fatty acid synthase (Homo sapiens), P49327; recombinant FAS-TE, OMFH fluorogenic substrate, fluorescence endpoint; inhibition, % at 15 µM; 360,000 tested, 0.67% active;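 active = compounds whose normalised, plate-corrected inhibition of enzyme fluorescence in the single-dose primary screen is 50% or more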;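 note: 0% = DMSO with enzyme and 100% = substrate without enzyme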
eLon inh = inhibitors of E. coli Lon protease, primary screen, biochemical, fluorescence polarization; P0A9M0; purified E. coli Lon protease; inhibition, % at 7.94 µM; 360,000 tested, 0.42% active; AID 602123, 2011; in the data active = inhibition above about 13%, passing the limit was not always enough;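 note: 0% = enzyme with probe and DMSO and 100% = no enzyme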
Target sequence (P0A9M0 whole entry, looked up): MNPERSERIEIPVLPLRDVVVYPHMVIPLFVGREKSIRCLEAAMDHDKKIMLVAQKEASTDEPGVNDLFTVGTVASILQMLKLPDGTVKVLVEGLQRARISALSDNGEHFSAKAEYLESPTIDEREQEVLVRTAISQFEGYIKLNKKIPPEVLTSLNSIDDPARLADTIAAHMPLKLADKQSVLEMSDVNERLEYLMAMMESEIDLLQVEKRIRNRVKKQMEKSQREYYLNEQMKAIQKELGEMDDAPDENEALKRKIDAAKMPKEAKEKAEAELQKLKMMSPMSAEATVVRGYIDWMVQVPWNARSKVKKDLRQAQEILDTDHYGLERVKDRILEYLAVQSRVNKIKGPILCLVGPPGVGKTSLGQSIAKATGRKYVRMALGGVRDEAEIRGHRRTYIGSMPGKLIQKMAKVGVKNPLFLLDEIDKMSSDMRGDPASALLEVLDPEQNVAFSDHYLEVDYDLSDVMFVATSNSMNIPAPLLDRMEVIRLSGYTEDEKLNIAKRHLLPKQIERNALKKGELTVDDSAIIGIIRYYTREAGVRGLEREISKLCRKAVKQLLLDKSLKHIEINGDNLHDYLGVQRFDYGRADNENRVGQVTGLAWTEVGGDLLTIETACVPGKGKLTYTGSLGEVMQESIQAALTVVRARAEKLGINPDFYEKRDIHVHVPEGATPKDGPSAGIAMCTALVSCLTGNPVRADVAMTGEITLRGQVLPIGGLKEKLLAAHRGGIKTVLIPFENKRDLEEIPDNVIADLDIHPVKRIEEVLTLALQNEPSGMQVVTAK
bovine MsrA act = bovine MsrA enzyme activators, primary screen, biochemical, absorbance, HTS; purified bovine MsrA, absorbance read-out; activation, % at 10.6 µM; 360,000 tested, 0.3% active; in the data active = activation above about 7.5%;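 note: 0% = vehicle and 100% = reference activator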
CSN inh = inhibitors of CSN-mediated cullin deneddylation, primary screen, biochemical, fluorescence polarization, uHTS; 360,000 tested, 0.38% active; AID 651999, 2013; Purified CSN, SCF-Nedd8-OG deneddylation; inhibition, % at 12.5 µM;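 active = pattern-corrected inhibition above about 35%, with an unprinted fluorescence ratio check between 0.5 and 1.5, limit read from the data, passing the limit was not always enough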;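 note: 0% = enzyme with substrate and 100% = substrate without enzyme; some results filed as inactive read as strong as hits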
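Assay system: Purified human Csn5 enzyme expressed in HEK293T cells | Amount: Enzyme 0.24 nM | Measured by: Fluorescence polarization readout | Medium: Tris/NaCl/DTT buffer, pH 7.5 | Compound dosing: One concentration, 12.5 µM, 0.25% DMSO | Times: 90 min incubation of compound, enzyme and substrate at room temperature | Control set: no-enzyme wells high, enzyme-with-substrate wells low | Read-out: % inhibition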
PABP1 MLLE inh = inhibitors of PABP1 MLLE–PAM2 peptide binding, primary screen, biochemical, fluorescence polarization, FITC-PAM2, GST-MLLE | 360,000 tested, 0.36% active | inhibition, % at 20 µM | Polyadenylate-binding protein 1 (Homo sapiens), P11940; in the data active = inhibition above about 35%, passing the limit was not always enough;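 note: plate controls were DMSO wells with GST-MLLE for no effect and wells lacking GST-MLLE protein for full effect; some results filed as inactive read as strong as hits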
* hit, by the source's call; i = inactive; & = joins results of further samples.

SMILES	MsrA inh	Rin1-Abl PPI inh	MT1-MMP act inh	Rpn11 block	FAS TE block	eLon inh	bovine MsrA act	CSN inh	PABP1 MLLE inh
Cc1ccc(NC(=O)c2c([N+](=O)[O-])c(C(C)(C)C)nn2C)cc1	0.7	-5	1	i	1	9	-4	-3	-10
O=C(Cn1cnc2ccccc21)NCc1ccccc1	0.8	0	-3	i	-5	0	-2	-2	10
Cc1cc(C(=O)CSc2nnnn2-c2ccc(O)cc2)c(C)n1Cc1ccc2c(c1)OCO2	0.7	1	-13	i	-154	4	5	0	-94
CCc1ccc(C(=O)COC(=O)CNC(=O)C2CCCCC2)cc1	-0.4	6	2	i	-2	11	-7	1	4
NC(=O)NC(Cc1ccccc1)C(=O)NNC(=O)COc1ccccc1Cl (configuration not stated)	3.0	-1	3	i	-6	-6	0	0	-12
C=CCc1ccccc1OCC(O)CNC (configuration not stated)	-0.2	-2	8	i	1	-9	6	3	-4
CCCCN(C)C(=O)c1cc2cc3cc(OC)ccc3nc2o1	3.0	-3	6	i	9	-7	-7	0	-5
CCC(Oc1ccccc1)C(=O)N1CCN(S(=O)(=O)c2ccccc2)CC1 (configuration not stated)	-0.6	0	-4	i	5	-7	-1	-4	2
O=C1CSC(c2ccccc2)N1CC(O)c1ccc([N+](=O)[O-])cc1 (configuration not stated)	1.9	2	1	i	6	0	-4	9	5
Cc1c(C(=O)NCCC#N)sc(=O)n1Cc1ccccc1F	-0.9	-2	5	i	0	4	0	-4	12

Quoted from the entries so far for reference:
SMILES	MsrA inh	Rin1-Abl PPI inh	MT1-MMP act inh	Rpn11 block	FAS TE block	eLon inh	bovine MsrA act	CSN inh	PABP1 MLLE inh
Cc1ccc(NC(=O)c2c([N+](=O)[O-])c(C(C)(C)C)nn2C)cc1	0.7	-5	1	i	1	9	-4	-3	-10
O=C(Cn1cnc2ccccc21)NCc1ccccc1	0.8	0	-3	i	-5	0	-2	-2	10

The list continues:
SMILES	MsrA inh	Rin1-Abl PPI inh	MT1-MMP act inh	Rpn11 block	FAS TE block	eLon inh	bovine MsrA act	CSN inh	PABP1 MLLE inh
O=C(CN(C(=O)CNS(=O)(=O)c1ccc(F)cc1)c1ccccc1F)NCc1ccco1	0.4	6	-1	i	-4	2	-5	-2	8
CCOC(=O)C1CCCN(S(=O)(=O)c2ccc3c4c(cccc24)C(=O)N3CC)C1 (configuration not stated)	0.6	3	-1	i	13	4	-2	-2	-4
O=C(C1CCCN1C(=O)c1cccs1)N1CCN(S(=O)(=O)c2ccc(F)cc2)CC1 (configuration not stated)	1.5	4	-2	i	-4	-9	-3	-4	3
Cc1cc(C(=O)CN2C(=O)C(=O)N(C3CCCC3)C2=O)c(C)n1CCc1ccc(F)cc1	0.2	0	-3	i	24	7	-1	-3	-28
CC(C)C(N)c1csc(Nc2ccc(C(=O)c3ccccc3)cc2)n1 (configuration not stated)	1.0	-3	-8	i	-10	3	-3	2	-4
O=C(NC(C(=O)c1ccccc1)n1cnccc1=O)c1ccccc1 (configuration not stated)	-0.7	2	-4	i	-4	-11	-8	0	1
CCn1c(N)c(C(N)=O)sc1=S	2.4	-3	-1	i	-7	11	-3	1	33
O=C(NCC(c1ccco1)N1CCN(c2ccccc2F)CC1)C(=O)NC1CC1 (configuration not stated)	-0.7	-2	-4	i	-2	-2	-3	0	13
CCN(c1ccccc1)S(=O)(=O)c1ccc(C(C(=O)OC)C(=O)OC)c([N+](=O)[O-])c1	1.9	0	-1	i	6	-4	0	0	0
Cc1nnc(SCC(=O)NC2CCCCCC2)n1N	-0.6	3	0	i	-7	-2	-2	2	-4
CSC1=N/C(=C/c2cccnc2)C(=O)N1Cc1ccc(Cl)cc1	-0.1	-1	-1	i	5	5	-3	1	-22
COc1ccc(Cl)cc1NC(=O)CCn1c(=O)oc2ccccc21	-0.6	-1	-3	i	7	2	-2	3	-6
COc1cc2nc(/C=C/c3cc(OC)c(OC)c(OC)c3)sc2cc1SC	0.0	-2	-6	i	25	-28	-3	7	-50
O=C(Nc1cccc(NC(=O)C2CC3CCCC(C2)C3=O)n1)C1CC2CCCC(C1)C2=O (configuration not stated)	-0.1	-5	4	i	1	11	-5	-1	-6
CCC(=O)N1CCc2cc(S(=O)(=O)NCCC(=O)NCc3ccccc3OC)ccc21	-0.8	-2	-1	i	-7	-8	-2	-3	-3
O=C(O)c1cc(=O)c2c(Cl)cc(Cl)cc2[nH]1	1.5	-3	-1	i	-4	-7	-8	-1	-7
COc1ccc(N2C(S)=C(C#N)C(=O)NC2c2ccc(OC)c(OC)c2)cc1 (configuration not stated)	-1.0	1	0	i	-3	1	-4	1	16
O=C(CCC(=O)c1cccs1)NCc1ccc(Cl)cc1	0.1	-1	2	i	1	7	-5	7	-9
COc1ccc(OC)c(S(=O)(=O)N(C)CC(=O)N2CCCCC2)c1	-0.6	-1	3	i	-5	-1	-7	0	-2
COc1ccc(C(=S)N2CCCC2)cc1Br	-1.1	0	-2	i	-1	-6	4	-4	-8
N#Cc1cnn(-c2nc3sc4c(c3c(=O)[nH]2)CCCC4)c1N	2.8	1	11	i	-4	2	-5	5	1
CC(C)N(C(=O)COC(=O)c1cccc(S(=O)(=O)N2CC3(C)CC2CC(C)(C)C3)c1)C(C)C (configuration not stated)	-1.3	-1	-1	i	23	5	-3	-1	-10
COc1cc(Br)cc(/C=N/NC(=O)Cc2ccc(C(F)(F)F)cc2[N+](=O)[O-])c1O	-0.5	-5	13	i	15	-11	0	-4	2
CCCCN(C)CCNC(=O)c1nn(-c2ccc(OC)cc2)c(=O)c2c1c1ccccc1n2C	3.1	-2	-6	i	0	10	-5	0	-6
CN(NC(=S)Nc1ccc(OC(F)F)cc1)C(=S)Nc1ccc(OC(F)F)cc1	-0.1	0	2	i	6	2	-2	-2	17
COC(=O)C1=NN(C(=O)c2ccc(Cl)cc2)C(O)(c2ccccc2)C1 (configuration not stated)	0.5	-7	-64	i	10	-114	0	2	-4
COCCNC(=S)N/N=C(\C)c1ccc(Cl)s1	2.2	-3	2	i	1	9	-3	-6	25
CCCCN(C(=O)C1CC(=O)N(c2ccc3c(c2)OCCO3)C1)c1c(N)n(CCCC)c(=O)[nH]c1=O (configuration not stated)	-0.3	1	-1	i	-6	5	-7	3	-15
Cc1ccc(-c2csnn2)cc1	0.1	3	1	i	-4	-4	-1	-5	-8
CCN(CC)C(=O)C1=C(C)N(Cc2ccc(OC)cc2)C(=O)C(CC(=O)NC2CCCCC2)C1 (configuration not stated)	-2.0	0	-3	i	-4	-7	0	-3	16

Reformatted comma-delimited: entries from further up
canonical_smiles,MsrA inh,Rin1-Abl PPI inh,MT1-MMP act inh,Rpn11 block,FAS TE block,eLon inh,bovine MsrA act,CSN inh,PABP1 MLLE inh
N#Cc1cnn(-c2nc3sc4c(c3c(=O)[nH]2)CCCC4)c1N,2.8,1,11,i,-4,2,-5,5,1
CC(C)N(C(=O)COC(=O)c1cccc(S(=O)(=O)N2CC3(C)CC2CC(C)(C)C3)c1)C(C)C (configuration not stated),-1.3,-1,-1,i,23,5,-3,-1,-10
COc1cc(Br)cc(/C=N/NC(=O)Cc2ccc(C(F)(F)F)cc2[N+](=O)[O-])c1O,-0.5,-5,13,i,15,-11,0,-4,2
CCCCN(C)CCNC(=O)c1nn(-c2ccc(OC)cc2)c(=O)c2c1c1ccccc1n2C,3.1,-2,-6,i,0,10,-5,0,-6

The listing continues.
SMILES	MsrA inh	Rin1-Abl PPI inh	MT1-MMP act inh	Rpn11 block	FAS TE block	eLon inh	bovine MsrA act	CSN inh	PABP1 MLLE inh
O=[N+]([O-])c1cc(-c2nnc(C34CC5CC(CC(C5)C3)C4)o2)cc([N+](=O)[O-])c1	0.2	-3	-8	i	53*	-1	-2	2	3
Cc1ccc(Cl)c(Nc2ccccc2C(=O)O)c1Cl	0.1&-0.2	-4&-1	3&2	i	5&2	9&-6	-2&-3	3&-3	-3&6
CN1CCN(C(=O)CNC(=O)C23CC4CC(CC(C4)C2)C3)CC1	1.4	-1	-1	i	-4	-9	-4	-2	6
CCCN(CCC)Cc1c(C(=O)N/N=C/c2ccc(C)o2)nnn1-c1nonc1N	0.9	-2	1	i	-6	0	-2	4	-1
Cc1ccc(Cl)c(OCC(=O)Nc2ccccc2N2CCCCC2)c1	-0.5	-2	-3	i	25	-10	1	2	3
CC(C)OC(=O)/C(=C/c1ccc(Br)cc1)NC(=O)c1ccco1	-0.7	0	-7	i	-5	-7	-9	-7	3
Cc1ccc2nc3c(cc(S(=O)(=O)c4ccccc4)c(=N)n3C3CCCC3)c(=O)n2c1	-0.1	2	3	i	1	0	-7	-5	9
CCOC(=O)N1CCC(NC(=O)c2ccc(CS(=O)(=O)c3ccccc3C)o2)CC1	0.2	1	10	i	-7	-10	-3	-2	9
Cc1ccc(S(=O)(=O)N2CCN(C(=O)N(c3ccccc3)c3ccccc3)CC2)cc1	2.0	0	-7	i	20	5	-7	1	2
COc1ccccc1CNC(=O)COC(=O)CSc1ccc(F)cc1	-0.7	1	9	i	-6	2	-11	-7	7
CCc1cccc(NC(=O)CS(=O)Cc2nc(-c3ccc(C)cc3)oc2C)c1 (configuration not stated)	-1.1	1	1	i	5	-8	0	4	18
CC(=O)NC(c1cccs1)c1cc(F)c2cccnc2c1O (configuration not stated)	-0.7	17*	3	i	21	-5	6	-1	4
CCn1c(=O)n(CC)c2cc(S(=O)(=O)Nc3c(C)cccc3C)ccc21	-1.4	1	0	i	-30	-1	-6	5	7
COC(=O)c1ccc(NC2c3ncccc3C(=O)N2Cc2cccs2)cc1 (configuration not stated)	1.1	-1	-3	i	-8	-3	-9	-5	3
COC(=O)C1CCN(S(=O)(=O)CCNC(=O)c2cccc(OC)c2)CC1	0.5	4	-2	i	-3	-1	-8	5	13
Cc1cc(N/N=C/c2ccc(O)cc2)nc(NS(=O)(=O)c2ccccc2)n1	4.9*	-4	-4	i	-10	-3	-5	5	0
COc1ccc(CN2CCN(C(=O)CC(C)C)CC2)cc1Br	0.1	1	3	i	-6	-5	-6	2	2
COc1ccc(C(c2sc3nc(C)nn3c2O)N2CCN(CCO)CC2)cc1OC (configuration not stated)	2.1	-1	7	i	-4	-15	0	2	-1
CSCCC(NC(=O)c1ccc(Cl)cc1Cl)C(=O)NCc1ccccn1 (configuration not stated)	-0.4	0	-3	i	15	-3	0	0	-11
CC1(C)Cc2c(sc(NC(=O)C(=O)N3CCOCC3)c2C#N)CO1	2.7	-2	-1	i	-5	1	-3	1	27
COc1cc(CC(NC(C)=O)C(=O)NC2CCN(c3nc(C)cc(C)c3C#N)CC2)cc(OC)c1 (configuration not stated)	0.8	2	-9	i	-7	2	-13	-2	3
CC(Oc1ccc2c(-c3ccccc3)cc(=O)oc2c1)C(=O)NCCCn1ccnc1 (configuration not stated)	2.6	-3	-4	i	-2	0	-1	2	6
